Bioassay records deposited in PubChem by several laboratories.
NPY1 pot ag = potentiators or agonists of human neuropeptide Y receptor Y1; AID 1304; 220,000 tested, 0.37% active; P25929; activation, % at 3.6 µM; NPY-Y1 expressing cells, potentiator/agonist activation; in the data active = activation above about 33%, passing the limit was not always enough;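 note: cells stimulated with NPY at EC10 then isoproterenol at EC100; 0% = low agonist plus stimulus and 100% = saturating agonist plus stimulus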
S1P4 antagonist = antagonists of human S1P4 receptor; O95977; S1P4-expressing cells, antagonist mode, reporter read-out; inhibition, % at 4.98 µM; 220,000 tested, 0.26% active; AID 1510; in the data active = inhibition above about 29%;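 note: 0% = wells stimulated with agonist and 100% = vehicle wells without agonist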
Target sequence (O95977 whole entry, looked up): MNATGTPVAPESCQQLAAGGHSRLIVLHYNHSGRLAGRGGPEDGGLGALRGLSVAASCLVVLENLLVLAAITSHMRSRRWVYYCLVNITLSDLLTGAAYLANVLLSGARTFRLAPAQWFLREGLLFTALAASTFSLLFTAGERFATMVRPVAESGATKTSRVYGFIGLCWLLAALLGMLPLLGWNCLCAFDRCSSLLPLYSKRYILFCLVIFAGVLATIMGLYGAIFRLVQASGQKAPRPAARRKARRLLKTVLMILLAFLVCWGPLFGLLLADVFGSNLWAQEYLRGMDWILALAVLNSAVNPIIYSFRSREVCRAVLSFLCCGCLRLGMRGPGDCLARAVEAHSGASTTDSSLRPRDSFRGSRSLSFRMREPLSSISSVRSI
zfTRPN1 agonist = agonists of zebrafish TRPN1 channel | HEK293 zebrafish TRPN1-YFP, Fluo-8 calcium fluorescence; 100% = response to 87 µM carbachol | activation, % at 3 µM | 220,000 tested, 0.18% active | AID 1424;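 active = activation above its plate's cutoff, the mean activation of test wells on that plate plus 3 SD, cut at about 19% in these data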;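 note: 0% = DMSO alone and 100% = 87 µM carbachol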
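Material: zebrafish TRPN1-YFP in HEK293 cells; Doses: single test compound dose, 3 µM nominal, 0.3% DMSO; Timing: dye loading 1 h at 37 °C, then 30 min room temperature; Technique: intracellular calcium fluorescence with Fluo-8; Benchmarks: high carbachol 87 µM, low DMSO alone.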
EP2 modulator = modulates human prostaglandin E2 receptor EP2 signaling | EP2-expressing cells, cAMP HTRF FRET, PGE2 co-stimulation | 260,000 tested, 0.83% active | P43116 | induction, % at 25 µM;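 active = compounds whose cAMP rise, as percent of the full-agonist control response, exceeds 60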;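 note: rat C6 glioma line stably carrying human EP2 under a CMV promoter; the protocol text gives 20 µM as final concentration; 100% = response of wells given 1 µM PGE2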
NPY-Y1 antag = antagonists of human neuropeptide Y receptor Y1; P25929; HEK293-CNG Y1 cells, membrane potential fluorescence; NPY at EC95, then isoproterenol; inhibition, % at 3.6 µM; 200,000 tested, 1% active; AID 1040;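 active = inhibition above the campaign mean inhibition of all tested compounds plus 3 SD, cut at about 20% in these data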;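 note: 0% = DMSO wells given NPY plus isoproterenol and 100% = isoproterenol alone without NPY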
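Material: HEK293 Y1/CNG channel cell line; also added: NPY (25 nM), isoproterenol (1 µM), Ro 20-1724 (25 µM); doses: one concentration, 3.6 µM, in 0.4% DMSO; schedule: compound incubation 1 h at room temperature, readout 45 min post-stimulation; technique: membrane potential fluorescence; measure: fluorescence ratio normalized to % inhibition between controls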
CHOP inhibitor = inhibitors of CHOP induction in ER stress response | 220,000 tested, 3.8% active | inhibition, % at 10 µM | CHO-K1 CHOP-promoter luciferase, tunicamycin-induced, 15-18 h;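 active = compounds that reduced the stress-induced luciferase reporter signal by more than about 70% of percent inhibition, limit read from the data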;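 note: 0% = tunicamycin plus vehicle and 100% = wells without tunicamycin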
NPY-Y2 PAM-ag = potentiates or activates human NPY-Y2 receptor. P49146. cells expressing NPY-Y2, potentiator/agonist read-out. activation, % at 3.6 µM. 220,000 tested, 0.45% active. AID 1359; in the data active = activation above about 27%;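 note: cells stimulated with NPY near EC25 plus isoproterenol at EC100; 0% = vehicle plus submaximal agonist and 100% = vehicle plus saturating agonist; some results beyond the cut were filed as inactive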
Target sequence (P49146 whole entry, looked up): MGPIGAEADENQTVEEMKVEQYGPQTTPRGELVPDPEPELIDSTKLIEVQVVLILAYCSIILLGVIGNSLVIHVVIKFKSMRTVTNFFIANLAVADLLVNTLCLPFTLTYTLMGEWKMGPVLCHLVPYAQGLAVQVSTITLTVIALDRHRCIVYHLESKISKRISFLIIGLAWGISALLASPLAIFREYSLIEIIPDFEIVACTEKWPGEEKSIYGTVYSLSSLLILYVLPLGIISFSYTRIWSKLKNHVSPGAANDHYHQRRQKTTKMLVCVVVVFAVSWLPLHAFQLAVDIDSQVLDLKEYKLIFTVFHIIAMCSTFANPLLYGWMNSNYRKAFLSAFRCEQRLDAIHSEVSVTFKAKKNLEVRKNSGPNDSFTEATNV
S1P4 ag = agonists of human S1P4 receptor; AID 1509; 220,000 tested, 0.35% active; activation, % at 4.98 µM; S1P4-expressing cell line, agonist reporter assay; in the data active = activation above about 11%;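 note: 0% = DMSO vehicle and 100% = reference agonist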
TRPML3 ag = human mucolipin-3 channel agonism; Q8TDD5; activation, % at 3 µM; HEK293 TRPML3-YFP, Fluo-8 calcium fluorescence; 100% = the carbachol control signal; 220,000 tested, 0.29% active;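 active = activation above its plate's cutoff, the mean activation of the plate's test wells plus 3 SD, cut at about 12% in these data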;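 note: 0% = DMSO only wells and 100% = carbachol wells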
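Test system: TRPML3-YFP stable HEK293 cells. Doses: single point at 3 µM. Incubation: dye loading 1 h 37 °C then 30 min ambient, 125 s read. Signal: Fluo-8 calcium dye fluorescence, ex 470-495, em 515-575 nm. Measure: percent activation from peak-to-basal fluorescence ratio, scaled between DMSO and carbachol.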
Starred values were filed as active, the others as inactive; / = not tested or not shown; & = joins results of further samples. Hits appear at their usual frequency; overall some 6.5% were active at least once.

Each structure is followed by: NPY1 pot ag	S1P4 antagonist	zfTRPN1 agonist	EP2 modulator	NPY-Y1 antag	CHOP inhibitor	NPY-Y2 PAM-ag	S1P4 ag	TRPML3 ag
CCCCCC(=O)N/N=C(\C)c1ccc(NC(=O)c2ccco2)cc1
  -1	-10	1.5	25	-1	23	2	1.5	0.1
Fc1ccc(-n2c(Cc3ccccc3)nnc2SCc2nc(-c3ccc(Cl)cc3)no2)cc1
  -36	2	4.3	-33	9	82*	-32	-0.9	0.1
Oc1ccccc1N1CCN(C(=S)Nc2ccc(SC(F)F)cc2)CC1
  21	9	4.9	-102	1	56	10	0.4	2.5
O=C(O)c1ccc(N/N=C/C=C/c2ccccc2[N+](=O)[O-])cc1
  -2	4	2.0	-65	7	-6	-11	-1.2	-1.0
COc1ccc(-n2c(CN3CCC(C)CC3)nc3ccc([N+](=O)[O-])cc3c2=O)c(OC)c1
  5	-1	0.7	20	2	62	-1	1.7	0.6
O=C(Nc1ccc(Cl)cc1C(=O)NCC1CCCO1)c1ccc(Cl)cc1Cl (stereo not drawn)
  -17	-3	-0.6	36	4	24	-19	-0.5	-1.4
CCSc1ncnc2c(C#N)c3n(c12)CCCCC3
  -5	-3	0.1	18	-5	5	2	-0.8	0.0
O=C(CCc1nc2ccccc2n1-c1ccccc1)NCCO
  -8	-16	-1.4	19	4	-17	11	0.4	-0.8
CCC(=O)NC(=S)Nc1ccc(S(=O)(=O)N2CCN(C)CC2)cc1
  10	-7	0.1	2	-12	18	1	0.1	1.1
CC1(c2ccccc2)CC(C)(C)N(C(=O)CSc2nnc(N)s2)c2ccccc21 (stereo not drawn)
  10	-17	-2.2	49	9	54	-2	1.0	-0.9
Cc1ccc(NC(=S)N(CCN(C)C)Cc2cc3cc(C)ccc3[nH]c2=O)cc1
  -5	11	0.4	-10	9	-8	-24	0.4	-0.7
CCN(CCCNC(=O)CCCn1c(=O)[nH]c2ccccc2c1=O)c1cccc(C)c1
  18	-2	-2.0	-4	-2	31	11	0.4	-1.5
COc1ccc(N2CCN(c3oc(COc4ccc(Cl)cc4)nc3C#N)CC2)cc1
  -40	7	0.2	-44	49*	29	-8	1.0	0.1
CN(C)CCNC(=O)/C=C/c1cn(-c2ccccc2)nc1-c1cc2ccccc2oc1=O
  -9	-3	1.5	-42	3	-2	-32	1.1	0.7
CC(C)N1C(=O)CC2(CC[N+](C)(CCOC(=O)C(c3ccccc3)c3ccccc3)CC2)C1=O (stereo not drawn)
  0	9	-1.7	29	-9	10	-5	-1.4	-0.1
COc1ccc(C(=O)NCCn2cc(SCC(=O)Nc3nnc(C)s3)c3ccccc32)cc1
  -17	-15	1.1	-4	1	-18	-7	-1.5	0.1
CN(c1ccccc1)S(=O)(=O)c1cccc(C(=O)OCC(=O)NCCCN2CCCC2=O)c1
  -2	-7	0.1	1	4	4	2	0.2	0.3
CC(C)(C)OC(=O)N1CCC(NC(=O)c2[nH]cnc2C(=O)N[C@@H](Cc2ccccc2)C(=O)OCc2ccccc2)CC1
  19	-13	2.8	2	-10	55	25	0.7	0.2
Cc1cccn2c(=O)c3cc(C(=O)N(C)C)n(C)c3nc12
  12	-6	0.8	19	-4	6	15	0.7	1.5
C=CCNC(=O)CC(C)C(CCCCC)C(=O)O (stereo not drawn)
  -4	-13	0.4	-8	-2	-5	0	1.0	0.6
CCOCCc1nnc(NC(=O)C(C)Oc2ccccc2)s1 (stereo not drawn)
  7	-5	0.0	22	-6	19	4	2.2	0.9
COc1cccc(/C=N\NC(=O)c2sc(N)nc2C)c1OC
  -2	-13	-0.8	-43	-9	12	-10	-0.4	0.1
CC(C)(C)c1ccc(S(=O)(=O)Nc2ccc(Cc3ccncc3)cc2)cc1
  -3	-28	12	-20	-2	79*	7	1.0	6.2
CNS(=O)(=O)c1cnccc1N1CCN(C)CC1
  -5	0	2.5	4	-1	-24	-1	0.0	-0.3
O=C(Cc1ccccc1)NNC1CC(=O)N(c2ccc(Cl)cc2)C1=O (stereo not drawn)
  3	9	-0.7	2	1	16	-19	-0.3	0.8
O=C1CC(=C(c2ccccc2)c2ccccc2)C(=O)N1CCCN1CCN(c2cccc(Cl)c2)CC1
  75*	25	-0.6	10	-1	35	62*	-2.1	1.0
CCCn1c2c(c(O)c(C(=O)Nc3nc4ccccc4s3)c1=O)CCCC2
  0	4	1.0	10	6	-17	-12	-0.4	0.9
CC1Oc2ccccc2N(CC(=O)NCCc2ccccc2)C1=O (stereo not drawn)
  -4	-29	-0.3	-6	7	20	0	2.9	0.6
Clc1ccc(-c2cn3cc(Br)ccc3n2)cc1Cl
  -4	0	-0.3	11	-1	66	10	1.4	0.7
CCOc1cc(C2C(C#N)=C(N)OC(C)=C2C(C)=O)cc(Br)c1O (stereo not drawn)
  -14	-6	1.1	-26	2	0	-4	-2.0	0.0
CC(=O)Nc1ccc(NC(=O)CSc2nnnn2-c2ccc3c(c2)OCCO3)cc1
  5	-17	-0.9	-40	-1	36	13	0.2	0.8
CC(C)NC(=O)CCn1c(=S)oc2ccccc21
  -11	6	0.1	6	5	-14	-4	-0.4	-0.2
CCOC(=O)C1CCN(C(=O)COc2ccc(S(=O)(=O)N3CCCC3)cc2C)CC1
  15	-21	1.4	14	4	3	2	2.3	0.7
CCOC(=O)c1[nH]c2ccc(F)cc2c1NC(=O)CN1CCN(C/C=C/c2ccccc2)CC1
  29	-23	0.7	-48	-2	38	38*	-0.5	1.2
O=C(Cc1c(Sc2ccccc2)c2ccccc2n1Cc1ccccc1)NCCO
  39	-7	1.2	45	-4	12	10	-1.0	1.5
CCOC(=O)c1cc2n(c1C)-c1ccccc1C2=O
  0	7	0.9	12	-1	-19	4	-0.2	0.9
Cc1ccc(C)n1-c1ccc(C(=O)NN)s1
  1	-16	-2.3	1	2	21	9	0.9	0.1
C=CCn1c(=NC(=O)CN2C(=O)CCC2=O)sc2cc(S(N)(=O)=O)ccc21
  -8	-18	1.1	19	2	13	3	0.4	0.7
Oc1ccc(CN2CCCCC2)nc1-c1ccccc1
  0	8	0.7	33	2	-25	-15	-1.3	1.1
O=C(Cn1c2[n+](c3ccc(C(F)(F)F)cc31)CCCCC2)c1cccc([N+](=O)[O-])c1
  2	-11	0.5	7	-2	-5	-3	0.0	0.2
O=C(NCc1nc2ccccc2[nH]1)c1cccs1
  13	4	-0.4	-15	1	12	3	-0.3	0.1
O=C(Nc1ccc(Cl)cc1F)c1ccc(COc2c(F)c(F)c(F)c(F)c2F)o1
  -21	22	0.9	-25	15	31	-20	-0.1	0.4
CCNc1nc(Oc2c(Cl)cccc2Cl)cc(C(F)(F)F)n1
  10	12	-0.7	27	6	98*	2	0.6	-0.2
CC(=O)c1ccc(OC(=O)N(c2ccccc2)c2ccccc2)cc1
  13	3	-0.2	17	0	2	-11	-1.6	0.3
Cc1ccc(SCc2cc(=O)[nH]c(Nc3nc(C)c4ccc(C)cc4n3)n2)cc1
  -14	-22	0.6	2	-3	17	8	1.6	0.5
COc1ccccc1-c1c(NC(=O)c2ccco2)n(-c2ccccc2)nc(C)c1=O
  -2	-26	1.3	4	-6	-14	7	-1.9	0.2
C=CCOc1cccc(C2C(C(=O)c3ccc(C)o3)=C(O)C(=O)N2CCN(C)C)c1 (stereo not drawn)
  5	-7	1.9	22	1	5	5	-0.4	0.0
COc1ccc(C2CC(c3c(-c4ccccc4)c4cc(Cl)ccc4[nH]c3=O)=NN2S(C)(=O)=O)cc1 (stereo not drawn)
  3	-6	1.1	22	-1	70	-8	0.3	0.5
CCn1c(SCC(=O)c2ccccc2)nnc1-c1ccoc1C
  11	-18	-0.5	3&-22	3	-39	8	1.7	-0.3
COc1ccc(/C=c2\sc3nc(=O)c(C)nn3c2=O)c(OC)c1
  3	-15	-0.3	26	0	29	19	2.2	0.8
CC(C)OC(=O)c1ccc(NC(=O)c2ccco2)cc1
  10	1	2.8	-4	-5	7	3	-2.0	1.8
Cc1cccc2c(=O)cc(C)n(CC(=O)N3CCOCC3)c12
  2	-3	1.6	-5	-4	4	15	1.3	-0.5
CCOC(=O)C1CCN(C(=O)c2ccc(NS(=O)(=O)c3ccc(F)cc3C)cc2)CC1
  -9	7	0.9	-29	7	-10	4	2.2	0.3
CC(=O)c1ccc(NC(=O)C2(S(=O)(=O)c3ccccc3)CC2)cc1
  6	4	-0.1	15	-3	-17	1	1.0	0.8
CC1=NC(C(F)(F)F)(C(F)(F)F)C2=C(CC(C)(C)CC2=O)N1Cc1ccco1
  5	11	1.0	9	2	37	3	-1.8	1.8
NNC(=O)c1ccc(COc2ccc3ccccc3c2)o1
  -2	6	1.3	-60	/	4	-12	0.0	1.1
COC(=O)c1ccc(NC(=O)C2CC(=O)N(c3cc(C)ccc3C)C2)cc1 (stereo not drawn)
  1	-12	1.4	-29	-6	10	5	-2.4	0.2

Structures from the list above with an aryl methoxy group (seven):
Each structure is followed by: NPY1 pot ag	S1P4 antagonist	zfTRPN1 agonist	EP2 modulator	NPY-Y1 antag	CHOP inhibitor	NPY-Y2 PAM-ag	S1P4 ag	TRPML3 ag
COc1ccc(-n2c(CN3CCC(C)CC3)nc3ccc([N+](=O)[O-])cc3c2=O)c(OC)c1
  5	-1	0.7	20	2	62	-1	1.7	0.6
COc1ccc(N2CCN(c3oc(COc4ccc(Cl)cc4)nc3C#N)CC2)cc1
  -40	7	0.2	-44	49*	29	-8	1.0	0.1
COc1ccc(C(=O)NCCn2cc(SCC(=O)Nc3nnc(C)s3)c3ccccc32)cc1
  -17	-15	1.1	-4	1	-18	-7	-1.5	0.1
COc1cccc(/C=N\NC(=O)c2sc(N)nc2C)c1OC
  -2	-13	-0.8	-43	-9	12	-10	-0.4	0.1
COc1ccccc1-c1c(NC(=O)c2ccco2)n(-c2ccccc2)nc(C)c1=O
  -2	-26	1.3	4	-6	-14	7	-1.9	0.2
COc1ccc(C2CC(c3c(-c4ccccc4)c4cc(Cl)ccc4[nH]c3=O)=NN2S(C)(=O)=O)cc1 (stereo not drawn)
  3	-6	1.1	22	-1	70	-8	0.3	0.5
COc1ccc(/C=c2\sc3nc(=O)c(C)nn3c2=O)c(OC)c1
  3	-15	-0.3	26	0	29	19	2.2	0.8
